Screens: PubChem BioAssay, ICCB-Longwood Screening Facility, Harvard Medical School
PV pol inh: inhibitors of poliovirus RNA polymerase binding and polymerization; poliovirus polymerase elongation, fluorescence polarization; active compounds read low; % elongation, % (compound at 16.7 µg/mL); 0.66% of 150,000 active; AID 588519; P03300; in the data active = % elongation below about 90%; also: some results filed as inactive read as strong as hits
Target sequence (P03300 1749-2209 limits assumed): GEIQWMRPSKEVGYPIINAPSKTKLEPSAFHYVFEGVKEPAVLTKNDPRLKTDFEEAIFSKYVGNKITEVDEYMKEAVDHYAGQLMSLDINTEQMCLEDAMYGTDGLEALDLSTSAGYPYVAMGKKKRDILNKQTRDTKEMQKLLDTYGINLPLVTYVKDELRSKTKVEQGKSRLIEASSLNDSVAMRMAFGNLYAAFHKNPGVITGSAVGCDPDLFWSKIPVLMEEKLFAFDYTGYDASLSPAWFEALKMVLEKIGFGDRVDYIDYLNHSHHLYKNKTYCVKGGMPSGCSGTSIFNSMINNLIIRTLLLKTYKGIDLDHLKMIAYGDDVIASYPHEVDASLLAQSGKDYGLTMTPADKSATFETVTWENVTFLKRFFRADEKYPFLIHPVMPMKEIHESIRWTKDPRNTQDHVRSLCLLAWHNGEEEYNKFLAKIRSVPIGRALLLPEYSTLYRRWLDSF
PV pol inh FP z-score: second read-out of PV pol inh, no call of its own (marks repeat the call); z-score; measured here: FP z-score; hits read low
An asterisk follows results filed as active; & = joins results of further samples. Only part of the results is shown; rates above refer to the full screens.

Order of values: PV pol inh FP z-score, PV pol inh
- CCOC(=O)C1CCCN(C(=O)c2nn(-c3ccc(C)cc3)c(=O)n(C)c2=O)C1 (configuration not stated)
 : 1.2, 112
- O=C(c1ccccc1Cl)n1cc(Cl)cn1
 : -0.1, 101
- COCC(=O)NC1CCN(Cc2nnnn2Cc2ccc3c(c2)OCO3)CC1
 : 0.3, 102
- Cc1ccccc1CN1C(=O)C(O)(CC(=O)c2ccccc2O)c2ccccc21 (configuration not stated)
 : -0.6, 100
- O=C(NC1CCSc2ccccc21)c1ccccc1 (configuration not stated)
 : -0.3, 98
- CC1(C)C2CC=C(/C=N/N3C(=O)NC4(CCCCC4)C3=O)C1C2 (configuration not stated)
 : -0.5, 99
- Cc1c(NC(=O)Nc2ccc(Br)cc2F)sc2nc3n(c(=O)c12)CCC(C)CC3 (configuration not stated)
 : 0.5, 108
- Cc1cccc2c1-c1sc(C(=O)NCCCN3CCN(c4cccc(Cl)c4)CC3)cc1CO2
 : 0, 104
- CCCCC(=O)OCc1cc(=O)n2nc(C3CCCCC3)sc2n1
 : -0.8, 102
- CCCOc1ccc(-c2nonc2NC(=O)c2cc(OC)c(OC)c(OC)c2)cc1OCCC
 : 1.2, 112
- CN=C1S/C(=C/c2cccn2-c2ccc(N(C)C)cc2)C(=O)N1C
 : 0.8, 104
- CC(=O)N1CCc2cc(CNC(=O)Nc3ccccc3C(F)(F)F)ccc21
 : -1.2, 102
- N#Cc1ccsc1NC(=O)c1cccnc1N1CCCC1
 : -0.3, 101
- N=C1C(c2ccccc2)=C(O)CN1c1ccccc1
 : -1.2, 99
- CC(=O)OCC(=O)Nc1cc(Cl)cc(Cl)c1
 : -0.2, 101
- O=C(CCC1N=C2c3ccccc3N=C(SCc3ccc(F)cc3)N2C1=O)NCc1ccc(F)cc1 (configuration not stated)
 : -0.3, 106
- Cc1ccc(C(=O)CNc2ccccc2)cc1
 : 0.5, 106
- CCSC1=C(C#N)C(c2ccccc2)C(C(=O)Nc2ccccc2)=C(C)N1 (configuration not stated)
 : 0.3, 102
- Cc1nc2cc(NC(=O)c3ccc(S(=O)(=O)N(C)Cc4ccccc4)cc3)ccc2s1
 : 0.1, 102
- CCCN(CCC)CCCNC(=O)Cn1ncc2c3ccccc3n(Cc3ccccc3)c2c1=O
 : -0.1, 108
- COc1ccc(CN(C)C(=O)COc2ccc(-c3nnco3)cc2)c(OC)c1OC
 : -0.2, 104
- N#Cc1c(NC(=O)C#Cc2ccccc2)sc2c1CCC2
 : -0.2, 102
- CC(CNC(=O)C1CCN(Cc2cc3ccccc3n2Cc2ccccc2)CC1)c1ccccc1 (configuration not stated)
 : 0.4, 108
- COc1ccc(Br)cc1CNC(=O)c1ccc2c(c1)nc1n2CCC(C)C1 (configuration not stated)
 : -0.5, 106
- COc1ccc(-c2oc3ncn4nc(-c5ccc(Cl)cc5)nc4c3c2-c2ccc(OC)cc2)cc1
 : 0, 105
- COc1ccc(/C(C#N)=C/c2cccc(O)c2)cc1OC
 : -0.4, 99
- COCCn1c(C2CC(=O)N(CC(C)C)C2)nc2ccccc21 (configuration not stated)
 : -0.8, 100
- CCC(C)OC(=O)COc1ccc2c(=O)c(Oc3ccccc3Cl)coc2c1 (configuration not stated)
 : 1, 105
- c1ccc(-c2cn3ncsc3n2)cc1
 : -1.3, 99
- Cc1cc(C)c(NC(=O)C(=O)NCC(c2cccnc2)N2CCN(c3ccccc3F)CC2)c(C)c1 (configuration not stated)
 : 0.3, 110

Complete entries as entered above. Order of values: PV pol inh FP z-score | PV pol inh
CCC(C)OC(=O)COc1ccc2c(=O)c(Oc3ccccc3Cl)coc2c1 (configuration not stated) in the list: 1 | 105
O=C(c1ccccc1Cl)n1cc(Cl)cn1 in the list: -0.1 | 101
COc1ccc(Br)cc1CNC(=O)c1ccc2c(c1)nc1n2CCC(C)C1 (configuration not stated) in the list: -0.5 | 106
Cc1nc2cc(NC(=O)c3ccc(S(=O)(=O)N(C)Cc4ccccc4)cc3)ccc2s1 in the list: 0.1 | 102

Next section:
Order of values: PV pol inh FP z-score, PV pol inh
- Cc1cccc(-n2cnc3sc4c(c3c2=O)CCCC4)c1
 : -0.7, 101
- CN1C(=O)NC(c2cccnc2)C(C(=O)c2cccs2)C1(O)C(F)(F)F (configuration not stated)
 : 0, 101
- Cc1cc(OC(=O)C2COc3ccccc3O2)cc(C)c1Cl (configuration not stated)
 : 0.3, 102
- CCN1CCCC1CNC(=O)NC1CC(=O)N(c2ccc(C)cc2)C1 (configuration not stated)
 : -1.1, 98
- COc1ccc(OC)c(CNC(=O)c2ccc3nc(C(C)C)oc3c2)c1
 : -0.9, 103
- CC/C=C\C/C=C\C/C=C\C/C=C\C/C=C\C/C=C\CCC(=O)O
 : -0.2&0.3, 101&101
- O=C(c1cc2c(Cl)nc3ccccc3c2s1)N1CCCCC1
 : 0.2, 105
- O=C(c1ccco1)N1CCN(C(c2ccccc2)c2nnnn2Cc2ccccc2)CC1 (configuration not stated)
 : -0.9, 99
- COc1ccc(C(=O)N(CC#N)CC#N)cc1
 : 0.1, 104
- O=C(CCS(=O)(=O)c1nc(-c2cccs2)cc(C(F)(F)F)n1)Nc1ccc(F)c(Cl)c1
 : 0.2, 105
- CC(C)(C)c1ccc(/C=C2/NC(=O)N(Cc3ccc(Br)cc3)C2=O)cc1
 : -0.3, 100
- COC(=O)CCc1c(C)[nH]c(=S)[nH]c1=O
 : 0.4, 103
- CCCN1CCC(N2CCC(C(=O)OCC)CC2)CC1
 : -0.1, 100
- O=C(c1cnc2nc3ccccc3n2c1)c1cc(F)ccc1O
 : -7.6, 48
- O=C(CCC1N=C2c3ccccc3N=C(SCc3ccccc3Cl)N2C1=O)NCc1cccs1 (configuration not stated)
 : -0.3, 106
- CC(=O)Nc1nonc1N=Cc1ccc(F)cc1
 : -0.5, 95
- Cc1cccn2c(=O)c(/C=N/O)c(N3CCCCC3)nc12
 : 0, 101
- CCOC(=O)c1ccc(NC(=O)CNC(=O)C23CC4CC(CC(C4)C2)C3)cc1
 : -0.2, 99
- CCN(C(=S)Nc1cccnc1)c1ccccc1
 : 0.5, 110
- COC(=O)c1ccc(CSc2nc(N)c3c4c(sc3n2)CCCC4)o1
 : -0.6, 100
- Cc1cc2ccccc2c(=O)n1CC(=O)NCC(=O)Nc1ccc(F)cc1
 : 0.5, 102
- CCOC(=O)C1CCCCN1S(=O)(=O)c1ccc2c(c1)CC(C)N2C(=O)C1CC1 (configuration not stated)
 : 0.5, 103
- CCc1cccc(C)c1NC(=O)CCn1c(=O)c2cccn2c2ccccc21
 : 0.6, 110
- O=C(O)Cn1nnnc1SCC(=O)Nc1ccc(F)cc1F
 : -0.1, 101
- Cc1[nH]c2ccccc2c1C=NCCc1ccncc1
 : 0.6, 109
- Cc1ccc(C2NC(=O)c3n[nH]c(-c4cccs4)c32)cc1 (configuration not stated)
 : -0.9, 104
- O=C(NC(CO)Cc1ccccc1)c1ccccc1C(F)(F)F (configuration not stated)
 : 0, 101
- COc1ccc(NC(=O)Cn2c(=O)n(-c3ccccc3)c(=O)c3c4c(sc32)CCCC4)cc1
 : 0.4, 107
- CC(C)c1ccc(-n2c(NN)nc3ccccc3c2=O)cc1
 : 0.1, 103
- NC(=S)N/N=C/C=C/c1ccccc1
 : -0.7, 99

Random excerpt: 6 records from the list.
Order of values: PV pol inh FP z-score, PV pol inh
- CN1C(=O)NC(c2cccnc2)C(C(=O)c2cccs2)C1(O)C(F)(F)F (configuration not stated)
 : 0, 101
- NC(=S)N/N=C/C=C/c1ccccc1
 : -0.7, 99
- Cc1cccc(-n2cnc3sc4c(c3c2=O)CCCC4)c1
 : -0.7, 101
- CC(=O)Nc1nonc1N=Cc1ccc(F)cc1
 : -0.5, 95
- O=C(CCC1N=C2c3ccccc3N=C(SCc3ccccc3Cl)N2C1=O)NCc1cccs1 (configuration not stated)
 : -0.3, 106
- CCOC(=O)C1CCCCN1S(=O)(=O)c1ccc2c(c1)CC(C)N2C(=O)C1CC1 (configuration not stated)
 : 0.5, 103

Next part.
Order of values: PV pol inh FP z-score, PV pol inh
- CC1=C(C(=O)Nc2ccc(F)cc2)C(c2ccc(N(C)C)cc2)NC(=O)N1 (configuration not stated)
 : 0.7, 108
- COc1ccc(-n2c(CC3C(=O)Nc4ccc(C)cc43)nc3ccccc3c2=O)cc1 (configuration not stated)
 : 0.7, 111
- O=C(Cc1ccc(Cl)cc1)Nc1ccc2[nH]c(=O)[nH]c2c1
 : 0.3, 103
- Cc1onc(-c2c(F)cccc2Cl)c1C(=O)NC(=S)NCc1cccnc1
 : 0.3, 101
- CSc1nc(Nc2cccc(C)c2)c(C#N)c(-c2ccccc2)n1
 : 0.6, 109
- COc1cc2c(cc1OC)C(Cc1ccc(O)cc1)N(C)CC2 (configuration not stated)
 : -0.2, 101
- CCC1CCCCN1CCCNC(=O)c1[nH]c2ccccc2c1Sc1ccc(Cl)cc1 (configuration not stated)
 : 0.8, 111
- COc1cccc(C(=O)NC2=NC(c3ccccc3Cl)CC(=O)N2)c1 (configuration not stated)
 : 1, 104
- Cc1ccc(NC(=O)Cn2cc(C(=O)C3CC3)c3ccccc32)cc1C
 : 0.4, 106
- O=c1c2cn[nH]c2nc(SCc2c(F)cccc2F)n1-c1ccc(Cl)cc1
 : 0.9, 112
- CC(C)Cn1c(N)cc(=O)n(C)c1=O
 : 0, 102
- S=c1[nH]nc(-c2ccc[nH]2)o1
 : -1.2, 94
- COc1cccc(C2c3c(-c4ccccc4O)n[nH]c3C(=O)N2CCc2ccccc2)c1 (configuration not stated)
 : -0.1, 100
- Cc1ccccc1S(=O)(=O)CC(SC#N)c1ccccc1 (configuration not stated)
 : -0.1, 98
- CCc1c(C)nc2ccc(OC)cc2c1Cl
 : 0.1, 105
- C[C@@H](C(=O)N=c1sc2ccccc2n1C)N1C(=O)C2CC=CCC2C1=O (some centres not stated)
 : 0.4, 106
- O=C(COc1ccccc1Cl)Nc1nc(-c2ccc(F)cc2)ns1
 : -0.7, 103
- CCOC(=O)c1cc(CC)sc1NC(=O)C=C(C)C
 : 0.5, 101
- O=C(O)CCCNC1C=CS(=O)(=O)C1 (configuration not stated)
 : 0.1, 102
- O=C(O)c1ccc(N/N=C/C2=C(N3CCOCC3)C(=C\c3ccccc3)/CC2)cc1
 : -5, 45
- O=C(Nc1ccc(OCc2cc(=O)n3c4c(sc3n2)CCCC4)cc1)c1cccc(F)c1
 : -0.1, 104
- O=C(Nc1ccc2c(c1)OCO2)c1cnn2c(C(F)(F)F)cc(-c3ccco3)nc12
 : -0.3, 99
- CCOc1ccc(C(=O)N2CCC(c3noc(-c4ccc(S(=O)(=O)N5CCCC5)cc4)n3)CC2)cc1
 : 1.4, 113
- COc1cccc(CNC(=O)Cc2c(C)c3ccc(OC)c(C)c3oc2=O)c1
 : 1.1, 112
- O=C(N/N=C/c1cccnc1)c1[nH]nc2c1CCc1ccccc1-2
 : 0.3, 103
- CC1CCCN(c2ccc(C(=O)NCCc3ccccc3)cn2)C1 (configuration not stated)
 : 0.8, 104
- Nn1c(-c2cccs2)nc2sc3c(c2c1=O)CCCC3
 : -0.2, 102
- COCCn1c(C)cc(C(=O)CSC2=Nc3ccccc3CS2)c1C
 : 0.5, 106
- COCc1[nH]nc2c1C(c1ccc(F)c(F)c1)C(C#N)=C(N)O2 (configuration not stated)
 : 0.2, 102
- Cc1cc(C)nc(N(C#N)C(=S)N(C)C)n1
 : 0.3, 102
- CCOc1ccc(-n2c(SCC(=O)N3CCCc4ccccc43)nc3c([nH]c4ccccc43)c2=O)cc1
 : -1, 103
- COc1cccc(NC(=O)N(CCC(C)C)C2CCN(C(C)C)CC2)c1
 : 1.3, 116
- Cc1ccccc1CN(C)CC(O)COCc1ccc2c(c1)OCO2 (configuration not stated)
 : 0.9, 108
- O=S(=O)(c1ccc(N=c2scc(-c3ccco3)n2/N=C/c2ccc3c(c2)OCO3)cc1)N1CCOCC1
 : 0.6, 110
- CCOc1ccc(C(=O)Nc2ccc(-c3nn4c(C)nnc4s3)cc2)cc1
 : 0.3, 103
- CC(C)(CO)NCc1cccs1
 : 0.6, 103
- CC(C)COc1ccc(C(=O)N2CCN(CCc3ccncc3)CC2)cc1
 : -0.4, 101
- C=CCN1CC(c2nc3ccccc3n2C(C)c2ccccc2)CC1=O (configuration not stated)
 : -1.1, 99
- CC(C)(C)NS(=O)(=O)c1ccc(/C=C/C(=O)O)cc1
 : -0.6, 99
- O=S(=O)(Nc1ccon1)c1cc(F)ccc1F
 : 0.3, 103
- Cc1cc(C)nc(Nc2ncc(O)n2-c2ccc(Cl)cc2)n1
 : -0.1, 101
- COc1cc(OC)cc(-c2nnc(SCC(=O)N3CCC(C)CC3)o2)c1
 : 0.1, 106
- O=C(CN1C(=O)c2ccccc2C1=O)NCC1COC2(CCCCC2)O1 (configuration not stated)
 : 0.3, 106
- CCN(CCO)C(=O)NC1CC(=O)N(c2ccc(C)cc2)C1 (configuration not stated)
 : -0.8, 99
- Cc1ccsc1CCNS(=O)(=O)c1c(C(=O)N2CCCC2)c(C)n(C)c1C
 : -0.6, 99
- CC1CCCCN1C(=O)c1ccc2c(c1)N(Cc1ccc(F)cc1)C(=O)c1ccccc1S2(=O)=O (configuration not stated)
 : -1, 98
- Cc1ccc(C)c(NC(=O)CN(CCc2ccccc2)S(=O)(=O)c2ccccc2)c1
 : -0.4, 102
- Cc1ccccc1OCC1Cn2c(nc3c2c(=O)[nH]c(=O)n3C)O1 (configuration not stated)
 : -0.5, 99
- Cc1nn(C(=O)c2ccc(F)cc2)c(N)c1-c1ccccc1
 : -0.3, 101
- Cc1ccc(-n2c(=O)c3ccc(C(=O)NCc4ccco4)cc3n(Cc3ccccc3C#N)c2=O)cc1
 : -0.8, 98
- CCCCn1c(CN2C(=O)NC3(CCCCC3C)C2=O)nc2cc(S(=O)(=O)N3CCOCC3)ccc21 (configuration not stated)
 : -0.5, 100
- Nc1ccc(F)cc1S(=O)(=O)Nc1ccc(Br)cc1
 : 0.2, 103
- CC1CCCN(Cc2c(O)ccc3c(=O)c(Oc4ccccc4Cl)c(C(F)(F)F)oc23)C1 (configuration not stated)
 : 0.2, 105
- Cc1coc2cc3oc(=O)c(CC(=O)NCc4ccccc4)c(C)c3cc12
 : 1, 113
- COc1ccc(-c2cc(C(C)=O)c(C)n2CCC(=O)Nc2ccc(C)c(Cl)c2)cc1
 : -0.3, 103
- COc1ccc(CNC(=O)C2CCCN(c3ncnc4c3nc3n4CCCCC3)C2)cc1 (configuration not stated)
 : 0.5, 103
